Source: PubChem BioAssay
M. tuberculosis: growth inhibition of non-replicating M. tuberculosis (AID 488890). 0.39% of 320,000 active. Mycobacterium tuberculosis non-replicating, growth inhibition; higher % means a stronger effect. inhibition, % at 25 µM, or IC50 in µM where a hit was titrated; in the data active means a potency from the dose series; inconclusive means inhibition mostly from about 82% at the one dose, without a potency; inactive means the rest, 99 in 100 with inhibition below about 76%;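 further: plate controls were DMSO cells for no effect and high antibiotic wells for full effect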
VEEV TC-83 Vero: inhibitors of VEEV TC-83 cytopathic effect, confirmation, Vero cells (AID 588727); Vero cells, VEEV TC-83 cytopathic effect inhibition; higher % means a stronger effect; inhibition, % at 20 µM; hits with a dose series show IC50 in µM; 0.13% of 350,000 active; in the data active means a potency from the dose series; inconclusive means inhibition mostly from about 14% at the one dose, without a potency; inactive means the rest, 99 in 100 with inhibition below about 12%; further: strong numbers were not always called active
influenza NS1A: H1N1 influenza NS1A inhibitors, functional cell based assay (AID 504329). NS1A functional cell-based assay, percent inhibition; higher % means a stronger effect. inhibition, % at 12.5 µM; hits with a dose series show IC50 in µM. 0.3% of 340,000 active; in the data active means a potency from the dose series; inconclusive means inhibition above about 27% without an active follow-up result; further: strong numbers were not always called active
PhoP GFP inhibition: Inhibition of PhoP regulon, Salmonella typhi GFP reporter cells, confirmation, 4 h (AID 1850); Salmonella Typhi PhoP-promoter GFP reporter, fluorescence, 4 h; higher % means a stronger effect; inhibition, % at 50 µM; hits with a dose series show IC50 in µM; 0.33% of 310,000 active; in the data active means a potency from the dose series; inconclusive means inhibition mostly from about 25% at the one dose, without a potency; inactive means the rest, 99 in 100 with inhibition below about 19%;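 further: 0% = induced wells with vehicle and 100% = uninduced wells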
H37Rv inhibition: M. tuberculosis growth inhibition, HTS (AID 449762); inhibition, % at 25 µM, or IC50 in µM where a hit was titrated; 0.59% of 330,000 active; M. tuberculosis H37Rv growth inhibition, 7H9 media; higher % means a stronger effect; in the data active means a potency from the dose series; inconclusive means inhibition above about 70% without an active follow-up result;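 further: bacterial growth assessed after seven days of incubation; strong numbers were not always called active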
VEEV TC-83 Vero 10K pilot screen: second read-out of VEEV TC-83 Vero, no call of its own (marks repeat the call); inhibition, %; measured here: 10K pilot screen inhibition
* = called active by the depositor; i = inactive; ? = inconclusive; . = no result given.

SMILES	M. tuberculosis	VEEV TC-83 Vero	influenza NS1A	PhoP GFP inhibition	H37Rv inhibition	others
COc1ccc(-c2nc3c([nH]2)c(=O)n(C)c(=O)n3C)c(OC)c1	-7%	6.0%	5%	-2%	-8%
COc1ccccc1N1C(=O)CCC1(C#N)c1ccc(Br)cc1 (stereo unspecified)	4%	i	1%	10%	-12%
CCOC(=O)CSc1nnc(CNC(=O)c2cccs2)n1-c1cc(C)ccc1C	19%	i	3%	-2%	9%
CC(=O)Nc1ccc(S(=O)(=O)NC2=NCN(C)CN2)cc1	28%	i	8%	2%	8%
COc1ccc(C(=O)CN2CC(C)SC2=Nc2ccc(Cl)cc2)cc1 (stereo unspecified)	22%	i	16%	-8%	14%
O=C(CNS(=O)(=O)c1cccc(F)c1)OCC(=O)N1CCCC1=O	-7%	2.4%	-8%	.	-1%
Cc1ccc(C(=O)NCC(=O)NCC(c2cccs2)N2CCOCC2)cc1 (stereo unspecified)	8%	2.7%	-7%	.	-8%
C[C@@H]1C=CC(=O)O[C@@H]1c1ccc(C(F)(F)F)cc1	38%	.	.	10%	0%
COc1ccccc1NC(=O)COC(=O)CNC(=O)C1CCCCC1	10%	2.6%	0%	.	-3%
O=C(/C=C/c1ccccc1)Nc1ccc(S(=O)(=O)N2CCOCC2)cc1	-6%	1.2%	-4%	-2%	-12%
CCCC(=O)c1cc2c(cc1NC(=O)c1cccs1)OCCO2	-7%	2.7%	14%	2%	-17%
CS(=O)(=O)c1ccccc1COC(=O)Nc1ccc(Cl)cc1	13%	1.6%	0%	-7%	3%
O=C(CSc1nc2ccc([N+](=O)[O-])cc2s1)NC1CCS(=O)(=O)C1 (stereo unspecified)	23%	0.8%	3%	-20%	5%
Cc1ccnc(NC(=O)CN(C)S(=O)(=O)c2cccc3nsnc23)c1	.	6.0%	1%	3%	-1%
O=C(NCC(c1cccs1)N1CCOCC1)c1cc(-c2ccccn2)nc2ccccc12 (stereo unspecified)	35%	i	-3%	-8%	1%
COc1ccc(CCNC(=O)COc2ccc3c(C)cc(=O)oc3c2)cc1OC	-25%	4.0%	0%	7%	-4%
Cc1c(Cl)cccc1NS(=O)(=O)c1cn(C)c(=O)n(C)c1=O	3%	0.2%	-10%	2%	1%	VEEV TC-83 Vero 10K pilot screen=0.3
CCOP(=O)(CN(CC)CCNP(=O)(OCC)OCC)OCC	-8%	0.8%	-10%	-4%	-9%
CCCCCn1c(=S)[nH]c2cc(C(=O)N3CCN(C(=O)OCC)CC3)ccc2c1=O	21%	0.1%	-14%	-3%	2%
COc1ccc(CCNC(=O)COC(=O)c2ccc(C)s2)cc1OC	-7%	1.2%	-5%	.	-9%

The closing 4 entries of the part above are carried over, then new ones follow.
SMILES	M. tuberculosis	VEEV TC-83 Vero	influenza NS1A	PhoP GFP inhibition	H37Rv inhibition	others
Cc1c(Cl)cccc1NS(=O)(=O)c1cn(C)c(=O)n(C)c1=O	3%	0.2%	-10%	2%	1%	VEEV TC-83 Vero 10K pilot screen=0.3
CCOP(=O)(CN(CC)CCNP(=O)(OCC)OCC)OCC	-8%	0.8%	-10%	-4%	-9%
CCCCCn1c(=S)[nH]c2cc(C(=O)N3CCN(C(=O)OCC)CC3)ccc2c1=O	21%	0.1%	-14%	-3%	2%
COc1ccc(CCNC(=O)COC(=O)c2ccc(C)s2)cc1OC	-7%	1.2%	-5%	.	-9%
O=C(NCCC1=CCCCC1)C1CCC(CNc2nc(=S)[nH]c3ccccc23)CC1 (stereo unspecified)	-3%	0.9%	9%	15%	18%
Cc1cc(OCC(=O)NCC(c2ccc(F)cc2)N2CCOCC2)ccc1Cl (stereo unspecified)	11%	7.8%	-4%	.	-3%
CCOC(=O)C1=C(C)NC(=O)NC1c1ccc(Br)o1 (stereo unspecified)	3%	i	3%	-3%	3%
COc1ccc(-c2cnn(-c3ccccc3)c2N)cc1OC	-4%	0.8%	20%	10%	4%
CCc1cc(C(=O)N2CCCC(C(=O)c3ccc(Oc4ccccc4)cc3)C2)n(C)n1 (stereo unspecified)	19%	2.3%	0%	5%	5%
Cn1c(=O)c2c([nH]c(=S)n2CCCc2ccccc2)n(C)c1=O	-11%	i	-22%	-7%	19%
Cc1nn(-c2ccccc2)c2nc(-c3cccs3)cc(C(=O)NN)c12	-1%	9.8%	-5%	2%	-5%
C=C1CCN([C@@H](CC(C)C)C(=O)NCCCc2ccccc2)S(=O)(=O)c2ccccc21	13%	4.1%	-5%	-4%	-1%
Oc1c(Br)cc(Br)cc1CNc1nccs1	-20%	0.9%	-11%	8%	5%
O=C(NNC(=O)C1CC=CCC1)c1ccccc1O (stereo unspecified)	-11%	1.9%	17%	-1%	4%
O=C(COC(=O)c1ccc(Br)o1)NC1CCCCC1	9.8µM*	2.5%	-15%	7%	5%
CCOC(=O)N1CCC(NC(=O)c2ccc(CO)c(C(=O)NC3CCN(C(=O)OCC)CC3)c2)CC1	3%	1.0%	-3%	-7%	4%
COc1ccc(CCC(C)NCc2ccccc2OC)cc1 (stereo unspecified)	31%	1.6%	-8%	5%	-1%
Cc1ccc(NC(=O)C2CCCN(S(=O)(=O)c3cccc4cccnc34)C2)cc1 (stereo unspecified)	40%	5.7%	7%	-2%	-4%
O=C(CN1C(=O)S/C(=C\c2ccc(F)cc2)C1=O)NC1C=CS(=O)(=O)C1 (stereo unspecified)	-8%	i	0%	-2%	-4%
CC(C)c1ccc(NC2CCCN(C(=O)CCn3cnnn3)C2)cc1 (stereo unspecified)	3%	4.4%	9%	0%	5%
CS(=O)(=O)ON=C1CCN(S(=O)(=O)c2ccccc2)CC1	-9%	i	9%	3%	-6%
COc1cccc(C(=O)Nc2ccc(NC(C)=O)cc2)c1	-3%	5.5%	-1%	-3%	2%
O=C(NCC(=O)N1CC=C(c2ccccc2)CC1)c1ccc(OC(F)F)cc1	45%	6.9%	-9%	.	9%
CCCNC(=O)C1CCN(c2nc(C)cc(C)n2)CC1	-13%	i	-3%	-4%	-8%
COc1ccc(NC(=O)Nc2ccc(F)c(Cl)c2)cc1	2%	0.6%	3%	-7%	7%
Cc1c(S(=O)(=O)Nc2ccc3c(c2)OCCO3)cnn1C	-8%	0.5%	-2%	4%	-2%
COc1ccccc1OC(=O)CCN1c2ccccc2Sc2ccccc21	76%	1.5%	-4%	-5%	?
NC(=O)c1cc(Cc2ccccc2)sc1NC(=O)c1ccco1	6%	0.0%	-2%	-16%	24%	VEEV TC-83 Vero 10K pilot screen=11
COc1ccc(CNC(=O)COC(=O)CCC(=O)c2cccs2)cc1	23%	1.1%	2%	6%	-4%
COc1ccc(-n2ncc(N(C)n3cccc3)c(Cl)c2=O)cc1	1%	1.6%	6%	5%	3%
Cc1noc(C)c1CSCC(=O)Nc1nc2ccc(S(C)(=O)=O)cc2s1	4%	2.1%	9%	4%	-5%
Cc1ccc(-c2nnc(SCC#CCOC(=O)c3cccs3)o2)cc1	?	2.8%	8%	-3%	?
CNC(=O)/C(C#N)=C\c1ccc(CNS(=O)(=O)c2ccccc2)o1	-1%	1.1%	0%	-3%	7%
COc1ccc(OC)c(CC(=O)NC(c2ccccc2)c2ccccc2)c1	10%	i	1%	0%	1%
O=S(=O)(NC1CCCCC1Oc1ccccc1)c1ccc(Cl)cc1 (stereo unspecified)	5%	i	3%	0%	5%
Nc1cc(-c2ccc(Br)cc2)nc2cc(-c3ccccc3)nn12	-9%	4.2%	5%	3%	35%
O=C(O)c1ccccc1C(=O)NC1CCCc2ccccc21 (stereo unspecified)	2%	1.1%	-7%	-4%	-1%
O=C(c1oc(=O)c2ccccc2c1-c1ccccc1)N1CCN(C2CCCCC2)CC1	9%	1.1%	-9%	-3%	1%
Cc1ccccc1NC(=S)c1ccc2ccccc2n1	26%	i	4%	7%	52%
O=C(NCC(c1ccco1)N1CCCC1)c1cccc(S(=O)(=O)N2CCOCC2)c1 (stereo unspecified)	12%	1.2%	0%	.	-3%
COc1ccccc1C(=O)NCCCN1CCCC1=O	2%	1.1%	0%	0%	-3%
Cc1cc(C)c(-c2cc(NC(=O)CSc3n[nH]c(N)n3)n(-c3ccccc3)n2)cc1C	14%	11%	12%	0%	8%
O=C(NCc1csc(-c2cccs2)n1)Nc1cccc(Cl)c1	5%	i	-24%	6%	-11%
CCc1noc(C)c1C(=O)NNC(=O)COc1ccc(C)c(C)c1	17%	0.4%	-1%	-10%	0%
CCCCN1C(=O)C(NC(=O)C2CC2)(C(F)(F)F)C2=C1CC(C)(C)CC2=O (stereo unspecified)	-8%	i	2%	3%	-3%
Cc1onc(-c2ccccc2)c1C(=O)N1CCN(S(=O)(=O)c2ccc(Cl)cc2)CC1	5%	1.0%	-2%	4%	1%
O=C(Nc1cccc(Cl)c1)c1cccnn1	0%	0.4%	21%	-9%	-7%
CCOC(=O)c1c(S(=O)(=O)NCC(=O)Nc2cccc(F)c2)c(C)n(C)c1C	12%	i	13%	-15%	4%
O=C(Nc1nccs1)c1cc(-c2ccccn2)nc2c(Cl)cccc12	-8%	0.9%	-7%	-11%	10%
N#Cc1ccc(C(=O)OCC(=O)Nc2ccc(N3CCOCC3)cc2)cc1	5%	1.5%	1%	-11%	0%
Nc1nc(SCC(=O)Nc2cc(S(=O)(=O)N3CCOCC3)ccc2Cl)n[nH]1	1%	1.2%	7%	2%	-8%
COC(=O)/C(=C\Nc1ccc(OC)cc1)NC(=O)c1ccc(Cl)cc1Cl	12%	2.7%	8%	-3%	?
O=c1[nH]c(CSc2nc3ccccc3[nH]2)nc2c1cnn2-c1ccccc1	66%	9.9%	-3%	-5%	.
Cc1cccn2c(=O)c3cc(C(=O)NCc4ccco4)c(=N)n(C4CCCCC4)c3nc12	24%	?	-7%	11%	11%
C/C(=C\C(=O)c1ccccc1)NNc1nc2ccccc2s1	-1%	5.7%	-5%	-2%	60%
NC(=S)Nc1cc2ccccc2c2ccccc12	30%	0.1%	-16%	-9%	20%
O=S(=O)(c1ccc(-c2csc(-c3cccnc3)n2)cc1)N1CCCC1	39%	0.0%	-8%	0%	61%
Cc1cc(C(=O)Nc2ccccc2N2CCOCC2)no1	-3%	4.8%	-9%	.	0%
COc1ccc(NC(=O)CSc2ccc3nnc(-c4cccnc4)n3n2)c(OC)c1	-5%	0.9%	10%	4%	6%
Cc1ncc(CN2CCC(n3nccc3NC(=O)c3ccccc3)CC2)s1	-5%	0.7%	-9%	-5%	-15%
Cc1ccc(N2C(=O)N(Cc3ccccc3C)c3ccccc3S2(=O)=O)cc1	-2%	i	-7%	-10%	5%
Cc1ccc(OCC(COCc2ccccc2)NC(C)C)cc1 (stereo unspecified)	22%	1.5%	-7%	11%	9%
CCOc1ccc2nc(SCC(=O)Nc3ccc4c(c3)OCO4)sc2c1	?	2.0%	0%	3%	60%
Oc1ccc(-c2csc(Nc3ccccn3)n2)cc1O	-5%	0.7%	8%	-10%	6%

Following part
SMILES	M. tuberculosis	VEEV TC-83 Vero	influenza NS1A	PhoP GFP inhibition	H37Rv inhibition	others
Cc1ccc(NC(=O)COC(=O)c2ccco2)cc1	?	i	7%	-11%	-4%
CCN(CC(=O)Nc1c(F)cccc1F)C(=O)c1cccc(S(=O)(=O)N2CCc3ccccc3C2)c1	0%	0.6%	-3%	-3%	0%
CC(=O)O[C@H]1CC(=O)OC(C)(C)C2CC(=O)[C@]3(C)C(CC[C@@](C)([C@@H](O[C@@H]4O[C@H](CO)[C@@H](O)[C@H](O)[C@H]4O)c4ccoc4)[C@@]34O[C@@H]4C(=O)O)[C@]21C (stereo partly specified)	-17%	0.9%	-15%	0%	-11%
CCOC(=O)c1c(C)oc2c1c(C(c1cccnc1)N1CCCCC1)c(O)c1ccccc12 (stereo unspecified)	80%	?	-24%	2%	?
CN(C(=O)c1ccccn1)c1nnc(-c2ccccn2)s1	-9%	i	-1%	11%	-3%

Among those listed so far, 3 contain a cyano group:
SMILES	M. tuberculosis	VEEV TC-83 Vero	influenza NS1A	PhoP GFP inhibition	H37Rv inhibition	others
COc1ccccc1N1C(=O)CCC1(C#N)c1ccc(Br)cc1 (stereo unspecified)	4%	i	1%	10%	-12%
CNC(=O)/C(C#N)=C\c1ccc(CNS(=O)(=O)c2ccccc2)o1	-1%	1.1%	0%	-3%	7%
N#Cc1ccc(C(=O)OCC(=O)Nc2ccc(N3CCOCC3)cc2)cc1	5%	1.5%	1%	-11%	0%
